# Source: PubChem BioAssay (several laboratories)
# TRPC6 activator – mouse TRPC6 channel activation | B-score at 10 µM | HEK293-TRPC6 membrane potential dye fluorescence; hits give high values | AID 2550 | Q61143 | hit rate 0.13% among 310,000;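 active = B-score of the integrated fluorescence ratio above library mean plus 3 SD, and starting fluorescence ratio within library mean plus 5 SD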;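 also: higher score means more depolarization so channel activation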
# Target sequence (Q61143 whole entry, looked up): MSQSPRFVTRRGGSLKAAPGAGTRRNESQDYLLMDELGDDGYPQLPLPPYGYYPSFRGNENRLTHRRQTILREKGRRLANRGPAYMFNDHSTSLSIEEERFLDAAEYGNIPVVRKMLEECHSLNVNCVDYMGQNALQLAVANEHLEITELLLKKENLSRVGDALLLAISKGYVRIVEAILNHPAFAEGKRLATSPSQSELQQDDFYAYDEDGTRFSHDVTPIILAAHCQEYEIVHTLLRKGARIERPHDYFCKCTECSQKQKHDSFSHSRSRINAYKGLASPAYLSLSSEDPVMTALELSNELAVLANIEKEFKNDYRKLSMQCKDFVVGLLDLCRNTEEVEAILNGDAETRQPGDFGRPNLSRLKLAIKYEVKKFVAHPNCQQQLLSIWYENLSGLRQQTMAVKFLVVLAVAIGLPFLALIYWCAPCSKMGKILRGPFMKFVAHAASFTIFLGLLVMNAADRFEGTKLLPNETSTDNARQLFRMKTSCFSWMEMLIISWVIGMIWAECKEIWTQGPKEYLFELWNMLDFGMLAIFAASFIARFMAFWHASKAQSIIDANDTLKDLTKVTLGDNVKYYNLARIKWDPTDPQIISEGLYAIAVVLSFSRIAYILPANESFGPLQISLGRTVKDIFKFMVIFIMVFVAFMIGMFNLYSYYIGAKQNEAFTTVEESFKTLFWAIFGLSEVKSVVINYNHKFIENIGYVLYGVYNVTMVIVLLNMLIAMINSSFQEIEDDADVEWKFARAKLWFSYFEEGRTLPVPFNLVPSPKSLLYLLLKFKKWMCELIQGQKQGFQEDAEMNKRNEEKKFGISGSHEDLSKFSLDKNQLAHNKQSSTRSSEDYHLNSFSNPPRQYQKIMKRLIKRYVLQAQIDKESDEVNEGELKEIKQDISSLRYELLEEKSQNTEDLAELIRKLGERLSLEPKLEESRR
# Platelet DG rel – modulates dense granule release in human platelets | human platelet-rich plasma, SFLLRN dense granule ATP release, luminescence | inhibition, %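 (compounds screened at 7.5 µM in platelet-rich plasma)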 | hit rate 0.22% among 300,000 | AID 1663;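 active = mean replicate score, as percent of positive control, at or above 50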
# MrgX1 antagonist – antagonists of human MrgX1 receptor; Q96LB2; MRGX1-HEK293 calcium flux, Fluo-4, BAM8-22 antagonism; hits give low values; B-score at 10 µM; hit rate 1.3% among 310,000;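 active = calcium-response B-score plate-corrected more than 3 library SD below zero, starting fluorescence within 5 deviations, no agonist response on first addition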;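 also: peak minus trough fluorescence over baseline after final BAM8-22 challenge near maximal dose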
# MrgX1 allo act – allosterically activates human MrgX1 receptor signaling; B-score at 10 µM; Q96LB2; MrgX1-HEK293, Fluo-4 calcium flux, FDSS; hits give high values; hit rate 0.63% among 310,000;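 active = plate-corrected calcium response at least 3 library SD above typical, normal starting fluorescence, not activating the receptor alone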;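 also: compound read alongside a low EC10 to EC30 dose of BAM8-22 agonist; peak minus trough fluorescence over baseline measured at the second addition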
# RGS4 inh – human RGS4 inhibition. P49798. HEK293 M3R/RGS4 inducible, Fluo-4 calcium flux; hits give high values; triggered by carbachol at its EC20. B-score at 10 µM. hit rate 0.45% among 310,000. AID 463165;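 active = B-score, a plate-corrected calcium signal, over three deviations above library mean, with baseline fluorescence within five deviations of library mean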;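 also: RGS4 expression induced by doxycycline in cells with stable M3 receptor; B-score is computed from the integrated fluorescence ratio over baseline after carbachol; higher B-score means a larger calcium signal and so more RGS4 inhibition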
# RGS4 act – potentiators or activators of RGS4 | HEK293 M3R/inducible RGS4, carbachol calcium flux Fluo4; hits give low values | B-score at 10 µM | hit rate 0.92% among 310,000 | AID 463111;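 active = B-score of the integrated calcium signal more than 4 SD below the library mean, with starting fluorescence not abnormally high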;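 also: negative B-score means reduced calcium response which marks RGS4 activation or potentiation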
#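 Also added: carbachol at ECmax as muscarinic agonist stimulus; Assay system: HEK293 cells with stable M3R and inducible RGS4; Timing: overnight RGS4 induction, 30 min dye load 37 °C, 20 min compound RT; Measured by: Fluo4-AM (2 µM) calcium-flux fluorescence, kinetic read.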
# TRPC6 inhibitor – inhibitors of mouse TRPC6 channel; AID 2553; HEK293-TRPC6, membrane potential dye, ACh-evoked depolarization; hits give low values; B-score at 10 µM; hit rate 1.1% among 310,000; Q61143;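 active = B-score under library mean minus 3 SD, initial fluorescence not abnormally high, positive integrated signal ratio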;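 also: B-score derived from integrated fluorescence ratio over the kinetic read; more negative B-score means stronger inhibition of depolarization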
# SKKanGAS inh – SKKanGAS growth inhibition. S. pyogenes SKKanGAS, kanamycin growth, BacTiter-Glo, 6 h. hit rate 1.3% among 300,000. inhibition, % at 7.5 µM;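 active = mean replicate score, as percent of positive control median, at least 50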;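 also: strain carries kanamycin resistance gene driven by streptokinase promoter and grows in 40 µg/ml kanamycin; loss of luminescence reflects streptokinase promoter inhibition or plain growth inhibition; 0% = median of DMSO wells and 100% = positive control at its reference dose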
# MrgX1 ag – activates human MrgX1 receptor signaling; Q96LB2; MrgX1-HEK293 cells, Fluo-4 calcium fluorescence, agonist mode; hits give high values; B-score at 10 µM; hit rate 0.44% among 310,000; AID 588627;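 active = calcium response B-score plate-corrected fluorescence ratio at least 3 library SD, with starting fluorescence B-score inside 5 SD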
#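 Material: MrgX1-expressing HEK293 cells; input: 15,000 cells per well; doses: test compound given as first of three sequential additions; schedule: overnight plating before 1 h dye loading; technique: Fluo-4 NW calcium-flux fluorescence, kinetic read; evaluation: baseline-normalised fluorescence change ratio, B-scored; control set: plate-wise positive and negative controls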
# HIF act – HIF pathway transcriptional activation; hit rate 0.32% among 300,000; U2OS HRE-luciferase reporter, luminescence; normalized: DMSO 0%, desferrioxamine 100%; AID 1910; activation, % at 7.5 µM (by protocol);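 active = mean activation of at least 10% of the iron chelator positive control signal, with at least half of replicates also reaching 10%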
# TRPC4 inh – inhibitors of mouse TRPC4 channel | B-score at 10 µM | HEK293 TRPC4beta/mu-opioid, DAMGO-evoked Fluo4 calcium flux; hits give low values | Q9QUQ5 | hit rate 0.39% among 300,000;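 active = B-score over 3 SD under the library average, no early fluorescence shift, positive overall ratio signal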
#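 System: stable TRPC4beta/mu-opioid receptor HEK293 cells; Dosing: single-point compound dosing; Measured by: Fluo4 Ca2+ flux fluorescence; Read-out basis: per-well B score of integrated baseline-normalized Fluo4 ratio.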
# * marks the source's active call; other numbers are inactive results; i = inactive; . = not tested or not shown.
# Each structure is followed by: TRPC6 inhibitor, RGS4 inh, RGS4 act, Platelet DG rel, SKKanGAS inh, MrgX1 ag, HIF act, MrgX1 antagonist, MrgX1 allo act, TRPC6 activator, TRPC4 inh
> CN(C)C(/C=C/Nc1ccc([N+](=O)[O-])cc1)=C(C#N)C#N
    i, i, i, -0.6, 7.9, i, 0.1, i, i, i, i
> CCOC(=O)C1CCCCN1Cc1cc(Cl)ccc1O (centres undefined)
    i, i, i, 9.4, -5.0, i, -0.2, i, i, i, i
> COc1ccc(C(=O)Nc2cccc(-c3ccc(N4CCOCC4)nn3)c2)cc1OC
    i, i, i, 31.3, 21.6, i, 3.4, i, i, i, i
> Cc1ccc(-c2nc(-c3ccccn3)no2)cc1
    i, i, i, 52.4*, 59.2*, i, -4.1, i, i, i, i
> O=C(COC(=O)c1cnccn1)c1ccccc1
    i, i, i, -2.9, 5.5, ., 0.3, ., ., i, i
> COCCN1CCn2c(nc3cc(Nc4nnc(C)c5ccccc45)ccc32)C1
    i, i, i, 7.4, -1.4, i, -0.6, i, i, i, i
> COc1ccc(-n2c(SCC(=O)Nc3cccc(S(N)(=O)=O)c3)nc3ccccc3c2=O)cc1OC
    i, i, i, 2.5, 13.3, i, -0.7, i, i, i, i
> Cc1nc(Nc2ccccc2O)c2oc3ccccc3c2n1
    i, i, i, 8.5, 3.9, i, 0.8, i, i, i, i
> COc1ccc(CCNC(=O)c2ccc(NC(=O)CC3SC(N4CCCC4)=NC3=O)cc2)cc1 (centres undefined)
    i, i, i, 2.7, 7.4, i, 0.2, i, i, i, i
> CCCCCC(=O)Nc1cccc(C2=NOC3(C2)C[C@@H](C(N)=O)N(C(=O)c2cc([N+](=O)[O-])cc([N+](=O)[O-])c2C)C3)c1 (some centres undefined)
    i, i, i, 10.9, 10.0, i, 0.8, i, i, i, i
> Cc1ccccc1CNC(=O)C1CCC(=O)N(C2CCCCCC2)C1 (centres undefined)
    i, i, i, -6.8, -0.7, i, 0.1, i, i, i, i
> C=CCNC(=O)c1cccc(C(F)(F)F)c1
    i, i, i, 17.6, -2.2, i, -0.3, i, i, i, i
> COc1ccccc1Nc1ncccc1C(=O)NCc1ccccc1
    i, i, i, 0.0, -4.3, i, -0.2, i, i, i, i
> CC1(C(=O)OCc2cc(=O)n3cc(Br)ccc3n2)CC1(Cl)Cl (centres undefined)
    i, i, i, 2.8, -2.9, i, 2.2, i, i, i, i
> COc1ccc(CN2CCNC(=O)C2CC(=O)N(C)CCC2CCOCC2)cc1OC (centres undefined)
    i, i, i, 1.7, -5.1, i, 1.9, i, i, i, i
> NS(=O)(=O)c1ccc(CCNC(=O)COC(=O)C2CCN(c3ccc(C(F)(F)F)cn3)CC2)cc1
    i, i, i, 2.6, -3.8, i, 0.1, i, i, i, i
> Cc1ccc(NC(=O)CSc2ccc(-c3ccco3)nn2)c(C)c1
    i, i, i, ., ., i, ., i, i, i, i
> O=C(NCc1cccnc1)c1cn(-c2ccccc2)nc1-c1cccs1
    i, i, i, 2.0, -5.9, i, 0.0, i, i, i, i
> C[C@H](NC(=O)c1ccccc1Cl)C(=O)OCCOc1cccc(Cl)c1
    i, i, i, 2.6, 1.1, i, -0.4, i, i, i, i
> CCc1nc2ccccc2c(C(=O)Nc2cccc(C)c2)c1C
    i, i, i, -0.8, 3.9, i, -23.4, i, i, i, i
> Cc1cc2c(cc1C)[n+](C)cn2CC(O)COCc1ccccc1 (centres undefined)
    i, i, i, 9.4, -5.1, i, -0.1, i, i, i, i
> O=C(O)C1=C[C@@H](c2coc3ccccc3c2=O)C[C@@H](OCCCCO)O1
    i, i, i, -2.1, 2.3, i, 0.4, i, i, i, i
> COc1c(Cl)cccc1-c1cn2ccc(C)cc2n1
    i, i, i, 17.6, 18.8, i, 1.7, i, 14.8*, i, i
> COc1ccc(CCNC(=O)C/C(C)=N/NC(=O)C(c2ccccc2)c2ccccc2)cc1OC
    i, i, i, 8.9, 4.2, i, -0.4, i, i, i, i
> CCCOc1ccc(C(=O)NCc2ccco2)cc1
    i, i, i, 3.0, -8.3, i, 3.5, i, i, i, i
> Cn1c(-c2ccccc2[N+](=O)[O-])[n+](C)c2ccccc21
    i, i, i, 2.6, -1.7, i, -0.7, i, i, i, i
> CC(C)Cn1c(=O)c2ccccc2n2c(CCC(=O)NC3CCN(Cc4ccccc4)CC3)nnc12
    i, i, i, -8.8, -11.6, i, -0.8, i, i, i, i
> O=C(NNc1c(Cl)cccc1Cl)C1CCC1
    i, i, i, 7.6, 7.0, i, -0.3, i, i, i, i
> CNC(=S)N1N=C(c2ccc(Br)cc2)CC1c1ccc(Br)cc1 (centres undefined)
    i, i, i, 8.2, 8.2, i, -0.2, i, i, i, i
> CN(C)S(=O)(=O)c1cccc(NC(=S)NCc2ccc3c(c2)OCO3)c1
    i, i, i, -4.3, 10.1, i, 0.5, i, i, i, i
> CS(=O)(=O)Nc1ccc(C2=NN(C(=O)C3CCCCC3)C(c3cccs3)C2)cc1 (centres undefined)
    i, i, i, -2.8, 82.6*, i, -0.2, i, i, i, i
> CCCC(=O)NC(=S)Nc1cccc(NC(=O)c2ccccc2)c1
    i, i, i, 2.3, -10.3, i, -0.2, i, i, i, i
> COC(=O)c1[nH]c2ccc(F)cc2c1NS(=O)(=O)c1ccc(F)c(C)c1
    i, i, i, -10.3, 2.0, i, -0.6, i, i, i, i
> CC(CCc1ccccc1)NC(=O)c1ccc(Br)cc1 (centres undefined)
    i, i, i, 1.1, -8.0, i, -0.9, i, i, i, i
> CC(Cc1c[nH]c2ccccc12)C(=O)N1CCN(c2ccccc2F)CC1 (centres undefined)
    i, i, i, -0.8, -1.7, i, 1.2, i, i, i, i
> CCOc1ccc(S(=O)(=O)Nc2ccc(C(=O)NCC(c3ccco3)N(C)C)cc2)cc1 (centres undefined)
    i, i, i, -0.8, 2.1, i, 0.0, i, i, i, i
> COc1ccc(-c2nnc(SCC(=O)N(Cc3ccccc3)C(C)(C)C)o2)cc1OC
    i, i, i, -0.4, 10.4, i, -0.6, i, i, i, i
> Nc1nnc(Sc2ccc(Cl)cc2[N+](=O)[O-])s1
    i, i, i, -3.9, -5.1, i, -0.4, i, i, i, i
> COc1ccccc1CC(=O)NCCN1CCCCC1
    i, i, i, 1.8, 8.1, i, -0.4, i, i, i, i
> COc1cccc2cc(C(C)N(CCCN3CCOCC3)C(=O)Nc3ccc(Cl)cc3)oc12 (centres undefined)
    i, i, i, -1.4, -6.0, i, -0.4, i, i, i, i
> Cc1cc(=O)[nH]c2c1cnn2C(C)c1ccccc1 (centres undefined)
    i, i, i, 18.3, -0.7, i, 0.1, i, i, i, i
> CSCCC(NC(=O)c1cncc(Br)c1)C(=O)O (centres undefined)
    i, i, i, 2.7, 3.6, i, 0.3, i, i, i, i
> O=C(C1CCC(=O)N1C1CCCCC1)N1CCN(c2ccc(F)cc2)CC1 (centres undefined)
    i, i, i, -6.5, -8.5, i, ., i, i, i, i
> Cc1c(C)n(Cc2ccccc2)c2ncnc(NCCO)c12
    i, i, i, 1.9, -1.2, i, -0.6, i, i, i, i
> CCN(CC(=O)Nc1ccc(NC(C)=O)cc1)C(=O)C(c1ccccc1)c1ccccc1
    i, i, i, -5.5, 5.1, i, 0.3, i, i, i, i
> CS(=O)(=O)N(CC(=O)N1CCOCC1)c1cccc(F)c1
    i, i, i, -1.5, 9.3, i, 0.2, i, i, i, i
> COc1ccc(Cl)cc1NC(=O)CSc1nnc(COc2ccccc2)n1C
    i, i, i, 4.4, -11.7, i, ., i, i, i, i
> c1csc(CNc2nc3ccccc3n2CCN2CCOCC2)c1
    i, i, i, -1.7, -5.1, i, 0.1, i, i, i, i
> CCOC(=O)CC(=O)CSc1nc(CC)c(C)cc1C#N
    i, i, i, -34.4, 16.4, i, 0.4, i, i, i, i
> CC(C)CNC(=O)c1nc(-c2ccccc2)n(-c2ccccc2)n1
    i, i, i, -3.9, -6.4, i, 0.0, i, i, i, i
> CN(Cc1cccc2ccccc12)C(=O)c1cc(COc2c(F)cccc2F)on1
    i, i, i, -1.0, -21.0, i, -0.3, i, i, i, i
> COc1cc(/C=C2\SC(=S)N(CC(=O)NC3=NCCS3)C2=O)cc(OC)c1OC
    i, i, i, 1.1, 4.5, i, -0.6, i, i, i, i
> Cn1c(SCC(=O)c2ccc3c(c2)OCO3)nnc1-c1ccccn1
    i, i, i, -2.6, 3.3, i, -1.8, i, i, i, i
> O=C(CSc1nc(-c2ccc(F)cc2)cc(C(F)(F)F)n1)NCCN1CCOCC1
    i, i, i, -2.7, -1.3, i, -0.3, i, i, i, i
> COc1ccc(Nc2oc(-c3cccs3)nc2C#N)cc1
    i, i, i, 3.8, -6.8, i, 5.6, i, i, i, i
> O=C1c2cccc3cccc(c23)C(=O)N1CCCN1CCN(c2ccc(F)cc2)CC1
    -7.06*, i, i, 3.0, 5.3, i, -0.4, i, i, i, i
> Cc1cc2cc3c(cc2nc1SCc1ccccn1)OCCO3
    i, i, i, 7.5, 0.4, i, 0.8, -6.5*, i, i, i
> CC(=O)c1ccc(OCc2cc(C(=O)NC(C)CCn3cccn3)no2)cc1 (centres undefined)
    i, i, i, -4.0, 3.9, i, 3.8, i, i, i, i
> COC(=O)c1ccc(NC(=O)CN2C(=O)CSC2=O)cc1
    i, i, i, -0.4, 5.0, i, -0.1, i, i, i, i
> Cc1cccc(NC(=O)Cn2c(=O)n(Cc3ccco3)c(=N)c3c4c(sc32)COC(C)(C)C4)c1
    i, i, i, -2.0, 8.1, i, -0.5, i, i, i, i
> Cc1ccc(C(=O)NC2CCN(S(=O)(=O)c3ccc(F)cc3)CC2)cc1
    i, i, i, 3.7, -2.0, i, 0.8, i, i, i, i
> CCOc1ccc(N(CC(=O)N/N=C/c2cccnc2)S(C)(=O)=O)cc1
    i, i, i, -0.9, -5.7, i, 0.2, i, i, i, i
> Cc1cc(C)c(S(=O)(=O)NCc2ccc3c(c2)OCO3)cc1C
    i, i, i, -6.1, 6.1, i, 0.9, i, i, i, i

# No enrichment for hits; overall some 6.1% were active at least once.
